Her2 expr inh – lowers expression of human Her2 kinase | actives 0.69% (n = 65,000) | SKBR-3 HER2 protein level, AlphaScreen, 18-24 h; hits give low values | HER2 level % of control, % at 10 µM;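 active = HER2 level under 5% of the carrier-only control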;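 also: 100% = DMSO carrier and 0% = 500 nM PU-H71 HSP90 inhibitor; lower value means stronger loss of Her2 protein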
Target sequence (P04626 whole entry, looked up): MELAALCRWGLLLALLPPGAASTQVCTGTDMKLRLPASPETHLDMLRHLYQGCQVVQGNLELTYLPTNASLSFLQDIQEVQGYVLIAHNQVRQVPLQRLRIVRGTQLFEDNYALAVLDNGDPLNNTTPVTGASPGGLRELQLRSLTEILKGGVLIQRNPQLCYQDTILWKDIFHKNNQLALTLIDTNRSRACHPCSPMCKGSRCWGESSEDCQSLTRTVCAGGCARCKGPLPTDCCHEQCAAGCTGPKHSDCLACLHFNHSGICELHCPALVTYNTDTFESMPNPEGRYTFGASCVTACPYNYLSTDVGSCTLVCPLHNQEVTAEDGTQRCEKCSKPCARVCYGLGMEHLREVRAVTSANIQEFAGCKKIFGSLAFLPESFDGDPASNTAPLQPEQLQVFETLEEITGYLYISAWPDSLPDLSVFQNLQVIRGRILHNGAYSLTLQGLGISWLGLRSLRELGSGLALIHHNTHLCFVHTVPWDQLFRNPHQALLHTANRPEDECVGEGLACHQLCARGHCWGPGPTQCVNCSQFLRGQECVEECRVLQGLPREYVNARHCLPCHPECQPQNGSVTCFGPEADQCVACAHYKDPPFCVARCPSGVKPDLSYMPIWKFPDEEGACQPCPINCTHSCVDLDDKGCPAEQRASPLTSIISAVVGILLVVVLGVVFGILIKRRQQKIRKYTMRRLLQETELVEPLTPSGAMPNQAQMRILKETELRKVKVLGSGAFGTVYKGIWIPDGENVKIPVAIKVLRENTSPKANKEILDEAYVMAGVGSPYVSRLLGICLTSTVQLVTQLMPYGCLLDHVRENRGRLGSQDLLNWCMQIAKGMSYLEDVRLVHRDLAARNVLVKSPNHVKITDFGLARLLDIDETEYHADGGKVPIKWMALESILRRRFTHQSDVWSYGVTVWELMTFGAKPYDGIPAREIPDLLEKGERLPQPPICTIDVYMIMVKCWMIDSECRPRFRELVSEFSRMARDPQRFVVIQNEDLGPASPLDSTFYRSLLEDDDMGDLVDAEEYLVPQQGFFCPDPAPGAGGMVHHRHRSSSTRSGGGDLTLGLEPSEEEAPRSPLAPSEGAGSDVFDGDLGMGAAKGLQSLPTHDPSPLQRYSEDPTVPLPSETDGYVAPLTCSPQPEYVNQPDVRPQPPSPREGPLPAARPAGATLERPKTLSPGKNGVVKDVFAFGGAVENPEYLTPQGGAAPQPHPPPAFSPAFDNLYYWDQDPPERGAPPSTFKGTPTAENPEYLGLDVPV
D1 allo mod – allosteric modulators of human D1 dopamine receptor; P21728; HEK293 D1, CRE-luciferase, dopamine EC30 potentiation; actives deviate in either direction; B-score at 10 µM; actives 5.9% (n = 58,000);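 active = luminescence count or its row- and column-corrected plate score outside the 99.7% band of the plate's sample wells, on either side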
Autofluor 339 – intrinsic fluorescence of library compounds, ex339/em460 – biochemical, MLSMR library, data from DPM-DC assay, artefact control, profiling panel; compound autofluorescence, ex339/em460 nm, NADH buffer; hits give high values; 1 = no-compound wells, NADH background; fluorescence fold increase at 10 µM; actives 5.5% (n = 65,000); AID 709;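 active = at 10 µM, mean starting fluorescence two-fold or more over control wells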;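 also: signal is the first read of a kinetic run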
NADH coupling – inhibitors of enzymes used to reach an NAD/NADH endpoint. coupled PK/LDH NADH assays, four targets. IC50, µM (series often up to 10 µM), without a hit: top-dose inhibition. actives 0.02% (n = 65,000). AID 774;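 active = single-dose screening hits from any of four coupled enzyme assays that gave an IC50 when retested across doses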;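 also: the DPM-DC format reads NADH fluorescence rather than 340 nm absorbance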
Hsp90 block – displaces geldanamycin probe from tumor Hsp90 | P07900 | NCI-N417 lysate Hsp90, Cy3B-geldanamycin FP displacement | inhibition, % at 30 µM | actives 0.35% (n = 64,000);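 active = inhibition above 50%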;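 also: 0% = tracer plus lysate wells and 100% = tracer alone without lysate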
HTR1A agonist – agonists of human 5-HT1a serotonin receptor; P08908; CHO 5-HT1a Ga15 NFAT-bla reporter, FRET ratio; 0% basal, 100% maximal reference agonist; activation, % at 10 µM; actives 0.56% (n = 65,000); AID 567;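 active = activation above the screen-wide mean activation plus 3 SD, cut at about 19% in these data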;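 also: 0% = DMSO wells and 100% = 5-CT at EC100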
M1 antag – M1 muscarinic receptor (rat) antagonism. B-score at 10 µM. CHO-M1 cells, Fluo-4 calcium, ACh EC80 antagonist mode; hits give low values. AID 628. P08482. actives 3.4% (n = 64,000);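 active = calcium fluorescence response, raw or row-and-column corrected B-score, differing from the plate sample mean either way at a set confidence level, mostly lower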
M1 agonist – M1 muscarinic receptor agonism | CHO-M1 cells, Fluo-4 calcium fluorescence, agonist mode; hits give high values | B-score at 10 µM | AID 626 | actives 3% (n = 64,000);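 active = fluorescence rise, raw or as B-score row- and column-corrected plate score, outside the 99.7% band of its plate's samples, either direction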
E coli RNAP – Escherichia coli RNA polymerase inhibition; P0A8V2; E. coli RNA polymerase, fluorescence transcription assay; inhibition, %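 (tested at 10 µM)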; actives 0.2% (n = 62,000); AID 559; in the data active = inhibition above about 20%;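 also: 0% = enzyme without compound and 100% = no enzyme blank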
Starred values were filed as active, the others as inactive; · = no result given; [ ] = remark or other dose. Outcome played no part in choosing rows; any-hit rate near 16%.

Preview:
SMILES	Her2 expr inh	D1 allo mod	Autofluor 339	NADH coupling	Hsp90 block	HTR1A agonist	M1 antag	M1 agonist	E coli RNAP
COc1cc(NC(=O)Nc2cccc(C(C)=O)c2)cc(OC)c1OC	98.5	·	1.03	2.0%	-2.1	-3.7	-0.472	0.67	8.6
COc1cccc(OCC(=O)Nc2ccccc2C(N)=O)c1	110.9	0.197	1.07	2.0%	0.8	-1.2	-1.62	0.072	10.2
COCCn1c(CNc2ccc(F)cc2)nnc1SCC(=O)Nc1ccc(OC)cc1OC	98.6	-0.0477	1.09	8.0%	-3.4	-0.1	-0.0834	0.392	7.8
Cc1nc2ccccc2n1-c1ccccc1	89.8	0.112	1.04	6.0%	-2.4	-0.2	-1.14	0.384	6.7
Cc1cc(NC(=O)c2cc(-c3cccs3)on2)no1	70.4	-0.804	1.18	3.0%	2.4	-0.1	-0.996	-0.646	6.4
CCOc1ccccc1NC(=O)C1CCN(S(=O)(=O)c2ccc(OC)c(OC)c2)CC1	95.4	0.628	1.09	1.0%	-1.4	0.7	0.0162	0.254	2.4
Cn1c(Cn2cnc(Cl)c2Cl)nc2ccccc21	50.2	·	1.06	2.0%	-2.4	-0.8	0.731	0.0165	13.1
C=C(C)COc1ccc(-c2[nH]ncc2-c2ccc(OC)c(OC)c2)c(O)c1	15.7	4.41	1.12	0.0%	-0.5	-0.3	0.0864	1.62	·
Cc1ccc(N2CCN(CCc3nc4cc(NS(C)(=O)=O)ccc4n3C)CC2)cc1	107.5	-1.96	1.04	4.0%	-1.5	3.4	-3.75*	1.7	6.8
NC(=O)COc1ccc(NC(=O)OCc2ccccc2)cc1	146.6	5.64*	1.06	4.0%	0.5	0.1	0	0.389	9.0

This part in full, from the first entry:
SMILES	Her2 expr inh	D1 allo mod	Autofluor 339	NADH coupling	Hsp90 block	HTR1A agonist	M1 antag	M1 agonist	E coli RNAP
COc1cc(NC(=O)Nc2cccc(C(C)=O)c2)cc(OC)c1OC	98.5	·	1.03	2.0%	-2.1	-3.7	-0.472	0.67	8.6
COc1cccc(OCC(=O)Nc2ccccc2C(N)=O)c1	110.9	0.197	1.07	2.0%	0.8	-1.2	-1.62	0.072	10.2
COCCn1c(CNc2ccc(F)cc2)nnc1SCC(=O)Nc1ccc(OC)cc1OC	98.6	-0.0477	1.09	8.0%	-3.4	-0.1	-0.0834	0.392	7.8
Cc1nc2ccccc2n1-c1ccccc1	89.8	0.112	1.04	6.0%	-2.4	-0.2	-1.14	0.384	6.7
Cc1cc(NC(=O)c2cc(-c3cccs3)on2)no1	70.4	-0.804	1.18	3.0%	2.4	-0.1	-0.996	-0.646	6.4
CCOc1ccccc1NC(=O)C1CCN(S(=O)(=O)c2ccc(OC)c(OC)c2)CC1	95.4	0.628	1.09	1.0%	-1.4	0.7	0.0162	0.254	2.4
Cn1c(Cn2cnc(Cl)c2Cl)nc2ccccc21	50.2	·	1.06	2.0%	-2.4	-0.8	0.731	0.0165	13.1
C=C(C)COc1ccc(-c2[nH]ncc2-c2ccc(OC)c(OC)c2)c(O)c1	15.7	4.41	1.12	0.0%	-0.5	-0.3	0.0864	1.62	·
Cc1ccc(N2CCN(CCc3nc4cc(NS(C)(=O)=O)ccc4n3C)CC2)cc1	107.5	-1.96	1.04	4.0%	-1.5	3.4	-3.75*	1.7	6.8
NC(=O)COc1ccc(NC(=O)OCc2ccccc2)cc1	146.6	5.64*	1.06	4.0%	0.5	0.1	0	0.389	9.0
CCc1nnc(NC(=O)CSc2nccn2-c2cccc(C)c2)s1	102.0	-0.342	1.06	3.0%	-1.1	0.0	0.108	-0.0952	9.1
CCCn1c(-c2ccc(OC)cc2)nc2nc3ccccc3nc21	98.6	-0.131	2.11*	12.0%[fluoresces]	-2.7	1.5	-0.917	-0.156	-10.4
CCc1nc2c(c(=O)[nH]1)C1(CCCC1)Cc1ccccc1-2	88.4	-0.545	1.19	3.0%	·	·	-0.429	0.308	-8.1
Cc1nnc(SCC(=O)N2CCOCC2)n1C	96.3	1.36	1.11	2.0%	-3.1	0.0	-0.191	0.536	-1.1
CCCCC(=O)Nc1ccc2c(c1)nc(CCN1CCOCC1)n2C	93.5	-0.133	1.19	4.0%	-3.0	-0.1	-0.616	0.497	4.1
CN1CCN(CCCNC(=O)c2cc3c(=O)oc4ccccc4c3s2)CC1	98.3	1.18	1.53	4.0%	-1.9	-0.3	-0.821	-0.502	7.3
O=C(CSc1c2c(nc3ccc(Cl)cc13)CCCC2)N1CCN(C(=O)c2ccco2)CC1	-5.2*	·	1.1	4.0%	0.2	-0.6	-1.16	2.29	7.5
CCOC(=O)N1CCN(C(=O)Nc2ccc3nc(-c4ccccn4)c(-c4ccccn4)nc3c2)CC1	120.6	0.571	2.18*	3.0%[fluoresces]	·	-0.2	-0.0181	-0.595	1.1
COCC(C)NC(=O)c1ccccc1OC(C)=O (centres undefined)	120.6	-0.216	2.03*	10.0%	-7.7	-0.7	-0.334	-0.756	1.1
CCn1c(SCC(=O)c2ccccc2)nnc1-c1cc2cc(Br)ccc2o1	45.9	0.00454	1.14	6.0%	4.4	-3.0	0.493	-0.0701	7.5
COc1cccc(NC(=O)c2ccncc2)c1	81.1	-0.272	1.09	6.0%	1.6	1.5	-0.11	0.486	9.2
O=C(O)Cn1cc2c(n1)CCCC2	129.7	0.0564	1.07	3.0%	-0.3	-4.7	0.279	1.05	6.6
Clc1ccc(-n2ncc3c(NCCCn4ccnc4)ncnc32)cc1	97.7	-2.54	1.06	3.0%	2.7	-0.9	0.0772	-0.144	8.8
COc1ccc(C(=O)CSc2nccc(=O)[nH]2)cc1	81.7	-0.00301	1.1	3.0%	-7.1	-1.0	0	1.27	4.1
Cn1c2c(c(=O)n(C)c1=O)C(c1ccccc1OC(F)F)C1=C(CCCC1=O)N2 (centres undefined)	90.9	0.11	3.99*	14.0%	-5.6	-4.4	0.0759	-0.971	4.2
COc1ccc2oc(=O)c(C(=O)N3CCN(c4ccccc4C)CC3)cc2c1	·	-0.482	1.5	6.0%	-2.0	-2.6	0.408	-1.38	-0.3
COc1ccc(NS(=O)(=O)c2ccc(SC)cc2)cc1	55.3	-0.483	1.05	2.0%	-0.1	-0.3	-1.81	-1.27	6.4
O=C(NCc1ccccc1)N1CCC(n2cnc3cc(F)ccc32)CC1	87.4	-0.381	1.08	4.0%	-2.2	0.1	0.471	-0.0537	8.7
Cc1cc(Nc2ccc(C)c(C)c2)n2nc(C)nc2n1	88.0	·	1.14	13.0%	-1.4	-4.4	0.338	0.0543	4.9
CCn1c(-c2cc(Br)cc(OC)c2O)nc2cc(S(=O)(=O)N(C)C)ccc21	145.1	·	1.04	5.0%	·	0.4	-1.04	-0.278	3.4
CCCCn1c(SCC(=O)OCC)nc2c1c(=O)[nH]c(=O)n2C	103.2	1.7	0.99	4.0%	2.8	10.1	-0.402	-0.572	6.1
CCC1(C(=O)O)NC(c2cc(OC)ccc2O)C2C(=O)N(Cc3ccccc3)C(=O)C21 (centres undefined)	78.3	·	1.13	7.0%	0.8	-0.4	0.839	-0.197	-0.5
Cc1nc(CC(=O)O)c(-c2ccccc2)s1	160.9	0.0538	1.08	2.0%	-7.0	0.3	0.635	0.792	5.7
CCc1ccc(NC(=O)c2noc3c2CCCCC3)cc1	86.5	0.142	0.94	10.0%	-0.6	-1.6	-1.45	0.538	8.9
Cc1ccc(-c2nn3c(=O)c(C)nnc3s2)cc1	120.0	-0.00332	1	4.0%	4.2	-5.2	0.0584	-1.24	6.8
Cn1cccc1Cc1nnc(SCC(=O)Nc2ccc(F)cc2)n1CCc1ccccc1	93.8	-0.0273	1.19	4.0%	-6.0	0.5	0.187	2.11	7.8

Records above that bear a hit mark in Her2 expr inh.
canonical_smiles | Her2 expr inh | D1 allo mod | Autofluor 339 | NADH coupling | HTR1A agonist | M1 antag | M1 agonist | E coli RNAP
O=C(CSc1c2c(nc3ccc(Cl)cc13)CCCC2)N1CCN(C(=O)c2ccco2)CC1 | -5.2* | · | 1.1 | 4.0% | -0.6 | -1.16 | 2.29 | 7.5

Other structures:
SMILES	Her2 expr inh	D1 allo mod	Autofluor 339	NADH coupling	Hsp90 block	HTR1A agonist	M1 antag	M1 agonist	E coli RNAP
CCCCNC(=O)CCC(=O)Nc1ccc2nc(N3CCOCC3)cc(C)c2c1	84.4	-0.167	4.7*	8.0%[fluoresces]	0.6	-1.2	-0.391	-1.09	-10.8
CCOC(=O)C1CCN(CC(=O)N2C(C)CCCC2C)CC1 (centres undefined)	97.0	-1.04	1.14	3.0%	-2.9	-1.5	-1.22	1.62	1.9
Cc1ccc(N2CC(C(=O)NC3=NCCS3)CC2=O)cc1C (centres undefined)	63.9	-0.116	1.06	1.0%	0.1	-1.7	0	-0.111	7.8
CCOc1ccccc1N(C(=O)CNC(=O)c1ccco1)C(C(=O)NC(C)(C)C)c1ccncc1 (centres undefined)	76.6	0.0632	1.02	3.0%	-3.9	-2.5	0.293	0.785	3.1
COc1ccc(C(=O)COC(=O)CCn2nnc(-c3cccs3)n2)cc1	104.2	-0.282	1.04	3.0%	3.2	0.0	0.332	-0.0187	4.1
CCCCC(=O)N(c1ccc(C)c(C)c1)C1C=CS(=O)(=O)C1 (centres undefined)	89.7	-1.04	1.07	7.0%	-0.9	-0.5	0.0153	0.0789	7.2
CCOC(=O)C1=C(Nc2ccccc2)OCC1=O	122.9	0.799	1.11	1.0%	0.5	0.7	-0.0116	0.96	·
CCCCC(CCC(=O)Nc1ccc(C(=O)OCC)cc1)C(=O)O (centres undefined)	106.4	·	1.07	2.0%	-2.2	-1.4	0.867	-1.24	·
O=C(c1cc2ccccc2oc1=O)N1CCN(c2ccc(N3CCOCC3)nn2)CC1	113.1	0.199	1.07	1.0%	-3.1	0.1	-0.127	-0.384	3.9
CCCC1(C(=O)OCC)NC(c2ccc(N(C)C)cc2)C2C(=O)N(c3ccccc3)C(=O)C21 (centres undefined)	88.2	-0.732	1.08	3.0%	-1.1	-2.4	-0.188	1.47	10.3
CC(C(=O)N=c1sc2ccccc2n1C)N1C(=O)C2CC=CCC2C1=O (centres undefined)	86.8	-1.34	1.09	4.0%	0.1	-0.3	-0.42	0.849	11.3
Cn1c(CCNC(=O)c2ccco2)nc2cc(NC(=O)NC3CCCCC3)ccc21	59.6	-0.664	1.16	6.0%	-1.6	-0.1	0.429	0.0182	5.4
Cc1cccc(-c2nnc(SCC#N)n2-c2cccc(Cl)c2)c1	109.9	2.41	1.05	1.0%	-6.7	-2.0	0.0582	0.322	7.6
O=S(=O)(Nc1ccc2c(c1)nc1n2CCN(Cc2ccccc2)C1)c1ccc(Cl)cc1	61.7	-0.0143	1.28	3.0%	-10.2	0.9	-0.776	0.172	9.7
C=CCN1C(=O)/C(=C2\SC(N3CCOCC3)=NC2=O)c2cc(Br)ccc21	46.2	8.98*	1.05	2.0%	-6.2	-0.7	-0.117	0.0497	7.2
O=C(CN1C(=O)C2CCCN2c2ncc(Cl)cc21)NCc1ccc2c(c1)OCO2 (centres undefined)	101.5	0.0599	1.52	3.0%	-1.9	-1.0	·	·	3.2
CC(=O)Nc1cc(OC(C)=O)c2nonc2c1OC(C)=O	-6.9*	-1.3	1.24	5.0%	91.1*	6.9	0.544	-1.17	3.4
CCOC(=O)c1[nH]c2ccc(OC)cc2c1NC(=O)CCN1CCCC(C)C1 (centres undefined)	101.5	·	2.25*	0.0%[fluoresces]	-4.4	-2.9	-3.59*	0.154	-6.4
Cc1cccc(C)c1NC(=O)CCCSc1nnc(-c2ccco2)o1	94.9	-0.223	1.11	5.0%	-0.7	0.7	0.104	0.238	-2.4
COc1cccc(C2NC(CC(C)C)(C(=O)O)C3C(=O)N(Cc4ccccc4)C(=O)C23)c1O (centres undefined)	91.7	0.876	1.12	5.0%	2.5	-1.9	0.543	-0.293	2.0
CCCC(=O)Nc1ccc(C(=O)O)cc1NC(=O)CCC	44.8	·	1.05	1.0%	-1.8	1.2	0.12	0.394	5.0

From PubChem
